LYP phosphatase: inhibitors of LYP phosphatase, biochemical, fluorescence intensity, uHTS (AID 1779); hit rate 0.054% among 290,000; recombinant LYP phosphatase, fluorescence intensity; higher % means a stronger effect; inhibition, % at 11.5 µM, or IC50 in µM where a hit was titrated; Tyrosine-protein phosphatase non-receptor type 22 (Homo sapiens); in the data active means inhibition above about 50%;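 further: plate controls were vehicle with enzyme for no effect and no enzyme for full effect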
WT yeast gro inh: growth inhibition of WT strain, primary screen, mitochondrial fusion inhibitor project, WT and mutant strains, chemical genetic | hit rate 2.1% among 190,000 | mitochondrial fusion phenotypic screen | inhibition, % at 10 µM; in the data active means inhibition above about 58%; tested in S. cerevisiae
NTR1 agonist: agonists of NTR1, primary screen, imaging, U2OS cells, beta-arrestin-GFP, high content (AID 493036); Neurotensin receptor type 1 (Homo sapiens), P30989; activation, % at 20 µM; NTR1-U2OS beta-arrestin-GFP spot imaging, agonist mode; hit rate 0.17% among 330,000;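 active means activation at or above 40% of the spot to cytoplasm intensity ratio, with at least 20 cells analyzed; inconclusive means wells under 20 cells, flagged as cytotoxic or low count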;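 further: 0% = DMSO without peptide and 100% = 100 nM NTR1 peptide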
Target sequence (P30989 whole entry, looked up): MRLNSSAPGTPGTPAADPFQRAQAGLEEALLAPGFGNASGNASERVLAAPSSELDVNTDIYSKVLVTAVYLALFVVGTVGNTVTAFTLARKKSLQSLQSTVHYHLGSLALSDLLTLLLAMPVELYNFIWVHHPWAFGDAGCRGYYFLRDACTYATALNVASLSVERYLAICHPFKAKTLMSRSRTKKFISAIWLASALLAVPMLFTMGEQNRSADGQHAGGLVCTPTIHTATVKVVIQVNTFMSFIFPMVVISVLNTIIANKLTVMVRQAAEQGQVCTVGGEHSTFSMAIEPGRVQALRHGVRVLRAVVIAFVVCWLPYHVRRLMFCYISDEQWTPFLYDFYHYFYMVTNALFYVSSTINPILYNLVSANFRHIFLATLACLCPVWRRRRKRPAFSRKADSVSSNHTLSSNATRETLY
UTI89 phage lysis: inhibition of K1F phage lysis, E. coli UTI89, bacterial capsule biogenesis inhibitors, alamar blue (AID 488966); hit rate 0.02% among 340,000; E. coli UTI89 K1F phage lysis, alamar blue, 2 h; higher % means a stronger effect; inhibition, % at 100 µM; hits with a dose series show IC50 in µM;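 active means phage lysis inhibition, versus mean bacterial control, above a set limit; inconclusive means no clear call, values can overlap the other calls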;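 further: capsule biogenesis inhibitors block K1F phage lysis so surviving cells raise fluorescence; higher fluorescence means more inhibition of phage lysis; actives were called in the ten point dose series up to 300 µM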
RSV antiviral HEp-2: RSV antiviral activity via CPE protection, HEp-2 cells, primary 10 µM value included (AID 2391); CPE inhibition, % at 10 µM, or IC50 in µM where a hit was titrated; HEp-2 cells, RSV-induced CPE inhibition; higher % means a stronger effect; hit rate 0.13% among 310,000; in the data active means a potency from the dose series; inconclusive means CPE inhibition mostly from about 23% at the one dose, without a potency; inactive means the rest, 99 in 100 with CPE inhibition below about 21%; further: strong numbers were not always called active
Autophagy HCS: autophagy modulators in MEF cells, primary screen, imaging, high-content, MEF GFP-LC3. MEF GFP-LC3 puncta imaging; test concentration mostly 10 µM. calls only at 10 µM (by protocol). hit rate 0.98% among 190,000. AID 463193, 2010;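 active means percentage of spot-positive cells more than 3 SD above its plate mean, without a fluorescence outlier flag or 80% toxicity; inconclusive means no clear call, values can overlap the other calls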;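 further: spot-positive cell cutoff set from DMSO-treated cells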
GPR35 antagonists: GPR35 antagonists blocking zaprinast-driven arrestin recruitment, primary screen, imaging, U2OS, beta-arrestin-GFP, zaprinast agonist (AID 2058). hit rate 0.052% among 290,000. inhibition, % at 10 µM, or IC50 in µM where a hit was titrated. G-protein coupled receptor 35 (Homo sapiens). U2OS GPR35 beta-arrestin-GFP translocation imaging, zaprinast antagonism; higher % means a stronger effect;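 active means inhibition of at least 50% with at least 30 cells and total cytoplasm GFP at most 10,000,000; inconclusive means under 30 cells or total GFP of 10,000,000 plus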
AID2073: inhibitors of Mint1-CaV2.2 protein interaction, biochemical, HTRF (AID 2073) | HTRF protein-protein interaction, Mint1-CaV2.2; higher % means a stronger effect | hit rate 0.19% among 290,000 | inhibition, % at 20 µM, or IC50 in µM where a hit was titrated; in the data active means inhibition mostly above about 51%, no sharp cut-off; inconclusive means no clear call, values can overlap the other calls; inactive means mostly below about 53%; further: some results filed as inactive read as strong as hits
Dengue-2 NS5 capping: Dengue-2 NS5 methyltransferase inhibitors, primary screen, biochemical, confirmation dose response (AID 588689) | inhibition, % at 25 µM, or IC50 in µM where a hit was titrated | hit rate 0.3% among 340,000 | Dengue-2 NS5 methyltransferase capping enzyme assay, biochemical; higher % means a stronger effect | Genome polyprotein (Dengue virus type 2 (strain 16681-PDK53)); in the data active means a potency from the dose series; inconclusive means inhibition above about 29% without an active follow-up result
WT yeast gro inh mutant strain: second read-out of WT yeast gro inh, no call of its own (marks repeat the call); inhibition, %; mitochondrial fusion phenotypic screen, mutant strain inhibition
Autophagy HCS cell loss 18 h: also measured in Autophagy HCS; calls as there; toxicity, %; measured here: cell loss, nuclei count;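 cell loss after 18 h compound exposure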
NTR1 agonist cell count 20 µM: recorded beside NTR1 agonist, whose call it bears; cell count; measured here: cell count, cytotoxicity flag
Active calls of the source: *; i = inactive; u = inconclusive; x = no result given; + = active, no number; [ ] = remark or other dose.

SMILES	LYP phosphatase	WT yeast gro inh	WT yeast gro inh mutant strain	NTR1 agonist	NTR1 agonist cell count 20 µM	UTI89 phage lysis	RSV antiviral HEp-2	Autophagy HCS	Autophagy HCS cell loss 18 h	GPR35 antagonists	AID2073	Dengue-2 NS5 capping
O=C(CN1C(=O)c2cccnc2Oc2ccc(Cl)cc21)NCCCc1ccccc1	-9%	x	x	0.6	65	0.0%	2.2%	x	x	5%	10%	-8%
CCOC(=O)N1CCN(c2c(NCC3CCCO3)c(=O)c2=O)CC1 (stereo not given)	-6%	0	-4	-0.2	101	-0.1%	-0.2%	i	9	20%	-10%	-1%
COc1cc(OC)cc(-c2nc3ccccc3c(=O)o2)c1	-5%	-14	1	0.5	48	7.1%	0.9%	i	-1	-7%	4%	-1%
O=[N+]([O-])c1ccc(Oc2cnc3ccccc3n2)cc1	-5%	-12	1	-1.7	72	0.1%	0.9%	i	5	2%	8%	-7%
COCC1CCCC1OS(N)(=O)=O (stereo not given)	-10%	x	x	-0.8	87	2.3%	-0.8%	x	x	-7%	10%	-8%
Cc1ccc([C@@H]2[C@@H]3C(=O)N(c4ccccc4)C(=O)[C@@H]3[C@]3(C)C(=O)N(CC4CC4)CC(=O)N23)o1	-11%	x	x	-0.4	56	0.3%	-0.7%	x	x	5%	9%	1%
CC1(C)CC(=O)C2=C(C1)Oc1ncn(Cc3ccco3)c(=N)c1C2c1ccccc1 (stereo not given)	-3%	-10	0	0.9	39	0.0%	-0.1%	i	-14	-7%	-5%	3%
COc1ccc(-c2nc(CS(=O)CC(=O)NC3CCCCC3C)c(C)o2)cc1 (stereo not given)	-4%	x	x	0.4	64	0.1%	2.6%	x	x	-2%	-1%	-3%
Cn1c(SCc2nc(-c3ccc(Cl)cc3)no2)nnc1-c1ccccc1	3%	10	-3	2.0	56	5.1%	0.5%	i	1	-2%	-7%	-13%
O=C(CN1CCN(c2ccccc2O)CC1)NC(=O)NCc1ccccc1	x	x	x	1.6	63	0.2%[50 µM]	1.0%	x	x	x	x	6%
CCc1ccc(OC)c(S(=O)(=O)Nc2ccc(Cc3ccncc3)cc2)c1	-6%	x	x	4.5	42	0.6%	6.0%	x	x	9%	-3%	-3%
CCN(CC(=O)c1c(N)n(C)c(=O)n(C)c1=O)c1cccc2ccccc12	-2%	57	14	7.0	53	0.1%	u	i	-3	-4%	2%	-1%
CCCC(O)(CCC)C(=O)NN(C(=O)OC)c1ccccc1	-3%	0	5	x	x	5.2%	-0.3%	i	7	16%	-6%	-4%
COc1ccc(C2C(C(=O)Nc3ccccc3OC)=C(C)Nc3ncnn32)cc1 (stereo not given)	-5%	0	2	-1.5	63	3.5%	-1.7%	+	-1.1*	18%	24%	-1%
Cc1cc(C(=O)Nc2sc(C)c(C)c2C#N)no1	-1%	8	14	-1.0	59	1.6%	1.5%	i	-2	-10%	-1%	-14%
COc1ccccc1N1CCN(C2CCCN(C(=O)CN3CCCC3=O)C2)CC1 (stereo not given)	-13%	x	x	-1.1	57	0.1%	0.4%	x	x	6%	-1%	-3%
CCOc1cccc(CN2CCC(Oc3ccc(C(=O)N4CCCC4)cc3)CC2)c1	-8%	x	x	1.3	51	3.7%	0.1%	x	x	-11%	4%	-8%
Cc1cc(C)cc(NC(=S)Nc2ccccn2)c1	-3%	36	39	6.6	51	-2.9%	1.6%	i	-13	2%	-27%	-1%
Cc1ccn2c(C(=O)CSc3ccccc3Cl)c(C)nc2c1	-6%	9	14	1.1	59	-0.1%	1.4%	i	-3	6%	-5%	0%
CCC(C)c1ccccc1NC(=O)COc1ccc(-n2cnnn2)cc1 (stereo not given)	x	x	x	4.4	58	0.3%[50 µM]	1.3%	x	x	x	x	-12%
CCn1c2ccccc2c2cc(N)ccc21	9%	23	18	-3.1	30	1.6%	7.8%	i	-1	8%	6%	12%
CC12CC(c3ccccc3O1)N(C(=O)c1ccco1)C(=S)N2c1ccccc1 (stereo not given)	2%	15	-6	2.4	85	0.8%	5.4%	i	-9	2%	2%	1%
CCOC(=O)c1nnn(-c2nonc2-n2cccc2)c1-c1cccc([N+](=O)[O-])c1	-6%	21	15	2.0	49	0.0%	-2.3%	i	6	-18%	4%	-2%
COc1ccccc1N1CC(C(=O)Nc2ccccc2N2CCCC2)CC1=O (stereo not given)	x	x	x	-0.2	61	0.6%[50 µM]	-0.6%	x	x	x	x	-1%
COC(=O)c1c(/N=C/NOCc2ccc(Cl)cc2)sc2c1CCN(c1ncc(C(F)(F)F)cc1Cl)C2	-4%	-11	-15	0.3	43	0.3%	1.1%	i	1	3%	-2%	-3%
O=C(/C=C\Nc1ccc(Cl)cn1)c1ccc(Br)cc1	-7%	11	7	1.0	63	0.7%	0.1%	i	15	-2%	16%	-6%
COc1ccc(-c2nnc(SCc3nnc(-c4ccccc4)o3)n2C)cc1OC	-12%	-5	-1	-0.9	107	3.0%	1.8%	i	-6	2%	-4%	-4%
Cc1cccc(-n2c(SC(C)C(=O)O)nc3sc4c(c3c2=O)CCCC4)c1 (stereo not given)	3%	x	x	0.0	91	0.1%	2.5%	x	x	-6%	13%	3%
CCCC(=O)Nc1ccc(C(=O)n2ccc(C)n2)cc1	-10%	-3	-7	-1.1	71	-0.1%	3.4%	i	6	4%	-4%	4%
CS(=O)(=O)N1CCN(C(=O)Nc2ccccc2)CC1	-10%	8	-3	-1.2	91	-1.2%	0.7%	i	28	5%	9%	1%
Clc1ccc(-c2c[n+]3c(n2-c2ccccc2)SCC3)cc1	-1%	11	0	0.8	59	0.8%	10%	i	5	2%	-4%	-4%
CC(/C=C1\N=C(SCc2ccccc2)SC1=O)=C\c1ccccc1	0%	-9	6	2.2	72	0.3%	1.6%	i	-4	-1%	11%	-6%
Cc1ccc(C2C(C#N)=C(N)N(c3ncn[nH]3)C3=C2C(=O)CC(C)(C)C3)cc1 (stereo not given)	-3%	-4	3	-0.7	46	-0.5%	0.0%	i	38	-7%	5%	-7%
Cc1ncc([N+](=O)[O-])n1S(=O)(=O)c1cc(Br)ccc1Br	-10%	x	x	-0.5	50	-0.1%	0.6%	x	x	8%	9%	-6%
O=C(CSc1ncnc2c1nnn2Cc1ccc(F)cc1)NC1CCCCC1	-1%	2	3	1.2	65	0.5%	-1.2%	i	0	8%	36%	2%
Cc1ccc(S(=O)(=O)Nc2ccc(Nc3ccccc3)cc2)cc1	-4%	x	x	10	60	0.1%	14%	x	x	-19%	6%	5%

One compound at a time, from the list above. Order of screens: LYP phosphatase | WT yeast gro inh | WT yeast gro inh mutant strain | NTR1 agonist | NTR1 agonist cell count 20 µM | UTI89 phage lysis | RSV antiviral HEp-2 | Autophagy HCS | Autophagy HCS cell loss 18 h | GPR35 antagonists | AID2073 | Dengue-2 NS5 capping
CC12CC(c3ccccc3O1)N(C(=O)c1ccco1)C(=S)N2c1ccccc1 (stereo not given) is listed with 2% | 15 | -6 | 2.4 | 85 | 0.8% | 5.4% | i | -9 | 2% | 2% | 1%
CCn1c2ccccc2c2cc(N)ccc21 is listed with 9% | 23 | 18 | -3.1 | 30 | 1.6% | 7.8% | i | -1 | 8% | 6% | 12%

(list continues)
SMILES	LYP phosphatase	WT yeast gro inh	WT yeast gro inh mutant strain	NTR1 agonist	NTR1 agonist cell count 20 µM	UTI89 phage lysis	RSV antiviral HEp-2	Autophagy HCS	Autophagy HCS cell loss 18 h	GPR35 antagonists	AID2073	Dengue-2 NS5 capping
O=C(OCCN1CCCCC1)c1ccccc1Cl	-9%	-26	-22	-2.5	87	3.8%	1.4%	i	5	-6%	4%	7%
Cc1ccc(C(=O)NNC(=O)c2cccc(S(=O)(=O)N3CCN(c4ccccc4)CC3)c2)cc1	-4%	-14	6	2.8	43	7.0%	8.0%	i	0	19%	2%	-5%
CCN1C(=O)/C(=C\c2cccc(OC(=O)c3ccco3)c2)SC1=S	-1%	x	x	1.6	42	0.2%	0.3%	x	x	-6%	3%	-8%
Cn1c(=O)n(C)c2cc([N+](=O)[O-])c(N3CCN(S(C)(=O)=O)CC3)cc21	-9%	-11	1	0.7	59	-4.0%	0.4%	i	-11	11%	2%	-4%
Oc1cccc(Nc2c3ccccc3nc3ccccc23)c1	-8%	x	x	8.4	86	0.4%	-4.5%	x	x	8%	-10%	-5%
O=C(CSc1nc2c(sc3ccccc32)c(=O)n1CCCN1CCCC1)NCc1ccco1	-12%	16	8	0.0	59	0.1%	-2.1%	i	2	14%	20%	-13%
COc1ccc(NS(=O)(=O)c2ccc(NC(=S)NC(=O)/C=C/c3ccccc3)cc2)nn1	1%	-4	-8	0.7	57	0.8%[50 µM]	0.5%	i	16	5%	8%	5%
O=C(NCC1CC1)c1cc(-c2ccccc2)nn1CC1CC(c2cccnc2)=NO1 (stereo not given)	x	x	x	-2.8	62	-0.1%	0.0%	x	x	x	x	1%
Cc1nnc(NC(=O)CSc2ncnc3c2cnn3-c2ccccc2C)s1	0%	33	11	1.5	58	0.5%	0.1%	i	30	13%	1%	-2%
O=C(CSc1nc(-c2ccccc2)cc(=O)[nH]1)NCc1ccc2c(c1)OCO2	-5%	-15	-3	-3.9	83	2.3%	0.5%	i	-4	-6%	10%	-2%
Clc1ccc(/C=N/N2CCCCC2)cc1	-7%	x	x	0.0	47	1.7%	2.1%	x	x	11%	-23%	-3%
Cc1ccc(NC2CCCN(C(=O)c3cn4cc(Cl)ccc4n3)C2)cc1C (stereo not given)	-3%	x	x	0.1	58	0.0%	2.6%	x	x	18%	-2%	4%
CC(=O)N1c2c(cc(Br)cc2S(=O)(=O)N2CCN(c3ccccc3F)CC2)CC1C (stereo not given)	0%	x	x	1.0	49	0.2%	6.1%	x	x	-10%	1%	2%
Fc1ccc2nc(Nc3nc4c(F)cc(F)cc4s3)sc2c1	7%	26	-1	x	x	4.5%	0.5%	i	-1	-24%	22%	-6%
O=S(=O)(NCc1ccccn1)c1ccccn1	-11%	x	x	0.4	89	1.4%	-0.1%	x	x	5%	-4%	-3%
COc1cc(CNCc2cccs2)ccc1OCC(N)=O	-4%	-2	-3	-0.5	56	7.0%	0.7%	i	-20	1%	6%	-5%
Cc1ccc(C(=O)c2nocc2C(=O)c2cccs2)cc1	-2%	x	x	1.7	39	-0.3%	1.8%	i	12	12%	10%	4%
COC(=O)/C=c1\sc2n(c1=O)C(C)=CC(C)(C)N=2	-2%	13	17	5.0	95	2.9%	0.7%	i	12	-15%	8%	-1%
